# BoNT-F LC inh: blocks Botulinum neurotoxin F light chain protease; Multiplex microsphere protease cleavage assay, flow cytometry; inhibition, % at 10 µM; 360,000 tested, 0.22% active; AID 588497; in the data active = inhibition above about 35%, passing the limit was not always enough; inconclusive = no clear call, values can overlap the other calls; note: plate controls were buffer without enzyme for full effect and enzyme alone for no effect
# Mtb BioA inh: blocks M. tuberculosis BioA enzyme activity. purified M. tuberculosis BioA enzyme, plate reader. inhibition, % at 9.99 µM. 360,000 tested, 0.096% active. AID 602481; in the data active = inhibition above about 40%; inconclusive = no clear call, values can overlap the other calls
# MazF activator: MazEF (E. coli) toxin RNase activation; P0AE70; FAM/BHQ RNA-DNA oligo cleavage fluorescence, 5 h; activation, % at 20 µM; 350,000 tested, 0.32% active; AID 504720; in the data active = activation above about 50%
# Target sequence (P0AE70 whole entry, looked up): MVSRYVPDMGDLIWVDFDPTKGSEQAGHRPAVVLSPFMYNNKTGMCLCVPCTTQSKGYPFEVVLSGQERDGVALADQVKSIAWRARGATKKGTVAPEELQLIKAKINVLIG
# FadD28 binding: M. tuberculosis FadD28 bisubstrate binding inhibition | FadD28 bisubstrate probe binding, fluorescence polarization | inhibition, % at 12.5 µM | 360,000 tested, 0.22% active; in the data active = inhibition above about 8.5%, passing the limit was not always enough; inconclusive = no clear call, values can overlap the other calls
# FBA Mtb inh: inhibitors of M. tuberculosis fructose-bisphosphate aldolase; inhibition, % at 1 µM; purified M. tuberculosis FBA, fluorescence read-out; 360,000 tested, 2.3% active; P9WQA3; in the data active = inhibition above about 27%;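 note: 0% = vehicle and 100% = reference inhibitor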
# Target sequence (P9WQA3 whole entry, looked up): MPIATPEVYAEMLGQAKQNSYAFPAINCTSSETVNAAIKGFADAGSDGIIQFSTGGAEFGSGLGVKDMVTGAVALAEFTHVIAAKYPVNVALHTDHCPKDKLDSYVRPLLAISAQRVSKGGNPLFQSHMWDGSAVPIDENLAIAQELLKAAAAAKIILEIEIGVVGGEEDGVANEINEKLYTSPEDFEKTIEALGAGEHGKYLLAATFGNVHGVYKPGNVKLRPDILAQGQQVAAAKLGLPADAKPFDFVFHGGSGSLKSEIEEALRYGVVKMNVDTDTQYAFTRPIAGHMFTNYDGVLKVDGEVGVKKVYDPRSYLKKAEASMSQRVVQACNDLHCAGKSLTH
# GDH-TPI inh: inhibits GDH-TPI coupling enzymes, artifact for Mtb FBA screen | GDH-TPI coupled enzyme counterscreen, NADH absorbance | inhibition, % at 4.8 µM | 360,000 tested, 1.2% active;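 note: 0% = DMSO wells and 100% = wells lacking the enzyme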
# Rv3671c inh: inhibits the M. tuberculosis serine protease Rv3671c | AID 2606 | 320,000 tested, 0.048% active | inhibition, % at 5.96 µM | P9WHR9; in the data active = inhibition above about 38%;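 note: extracellular domain of Rv3671c used as enzyme; 0% = enzyme with DMSO and 100% = no enzyme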
# VHR inh abs: inhibitors of human VHR1 phosphatase (DUSP3) | recombinant VHR phosphatase, pNPP absorbance | 290,000 tested, 0.52% active | inhibition, % at 13.3 µM; in the data active = inhibition above about 50%; note: some compounds called inactive have numbers as strong as hits
# Target sequence (P51452 whole entry, looked up): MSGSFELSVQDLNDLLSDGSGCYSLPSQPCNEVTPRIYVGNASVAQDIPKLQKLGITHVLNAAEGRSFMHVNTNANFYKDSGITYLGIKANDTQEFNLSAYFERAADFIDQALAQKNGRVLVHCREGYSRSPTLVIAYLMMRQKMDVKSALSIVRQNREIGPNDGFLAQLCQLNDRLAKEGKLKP
# CCHF vOTU inh: CCHFV vOTU protease inhibition | 370,000 tested, 0.55% active | Pep-AMC fluorescence | inhibition, % at 11.5 µM; note: 0% = vehicle wells with enzyme and 100% = no enzyme wells
# Mtb UGM inh: blocks M. tuberculosis UGM enzyme; AID 504406; P9WIQ1; 320,000 tested, 0.06% active; inhibition, % at 10 µM; purified UGM, fluorescence polarization probe displacement; in the data active = inhibition above about 10%, passing the limit was not always enough; inconclusive = no clear call, values can overlap the other calls
# Target sequence (P9WIQ1 whole entry, looked up): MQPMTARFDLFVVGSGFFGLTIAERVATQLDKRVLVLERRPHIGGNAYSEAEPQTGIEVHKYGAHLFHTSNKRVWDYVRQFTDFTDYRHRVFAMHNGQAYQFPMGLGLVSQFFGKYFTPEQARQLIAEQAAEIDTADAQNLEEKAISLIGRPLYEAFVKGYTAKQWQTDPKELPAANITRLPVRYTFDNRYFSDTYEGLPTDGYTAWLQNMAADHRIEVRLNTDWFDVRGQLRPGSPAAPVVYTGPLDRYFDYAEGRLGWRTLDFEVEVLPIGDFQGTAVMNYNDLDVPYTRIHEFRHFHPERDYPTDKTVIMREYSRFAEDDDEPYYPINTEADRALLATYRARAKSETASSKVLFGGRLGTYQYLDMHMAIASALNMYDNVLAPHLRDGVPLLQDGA
# Starred values were filed as active, the others as inactive; ? = inconclusive; · = not tested or not shown. Cut-off read from the data, not from the text of the source, unless noted: active = inhibition above about 30%; inactive = the rest.
cpd	canonical_smiles	BoNT-F LC inh	Mtb BioA inh	MazF activator	FadD28 binding	FBA Mtb inh	GDH-TPI inh	Rv3671c inh	VHR inh abs	CCHF vOTU inh	Mtb UGM inh
1	COc1ccc(CCNC(=O)c2ccccc2OCc2ccccc2)cc1	-6	1.3	-7	-3.6	2	-7	-7	-9	14	0.2
2	CN(c1ccccc1)S(=O)(=O)c1ccc(C(=O)N2CCN(c3ccccc3Cl)CC2)cc1	?	-0.9	-6	-1.3	-2	3	-1	·	19	-1.5
3	COc1cccc(Cn2nnc(C(=O)NCc3ccc4c(c3)OCO4)c2N)c1	-2	·	7	-6.7	-2	-1	-2	8	7	-2.8
4	CC(=O)NCCC(Cc1ccccc1)c1ccco1 (stereo not given)	-30	5.4	-5	-1.8	-4	14	-1	35	2	-4.5
5	CCC(C)NC(=O)CSc1ccc(S(=O)(=O)N2CCN(Cc3ccccc3)CC2)cn1 (stereo not given)	4	-0.8	5	-3.5	-4	-4	-11	·	13	1.7
6	COc1ccc(-c2nsc3c(N4CCCCC4C)ncnc23)cc1 (stereo not given)	0	·	-4	0.9	1	8	-2	10	-7	0.8
7	C(=C\c1ccccc1)/CN1CCN(C(c2cccc3ccccc23)c2nnnn2C2CCCC2)CC1 (stereo not given)	-4	3.2	·	-3.4	-3	·	·	·	2	·
8	Cc1ccc(NC(=O)CCN2C(=O)NC3(CCCC3)C2=O)cc1S(=O)(=O)N1CCOCC1	3	1.1	6	-1.1	2	3	-1	·	0	-0.7
9	O=C(CCc1cnccn1)NC1CCCc2c1cnn2-c1ccc(F)cc1F (stereo not given)	-3	·	-1	-2.4	-1	12	-4	8	9	1.5
10	Cc1ccccc1Nc1nc(NCc2ccco2)c2ccccc2n1	-13	-0.4	15	-16	2	0	-5	22	11	4.7
11	COc1ccc(CCNC(=O)C(Sc2ccccn2)c2ccccc2)cc1OC (stereo not given)	-3	·	8	-4.9	-3	-10	1	27	5	-1.5
12	O=C(N=C1SC2CS(=O)(=O)CC2N1c1cccc(Cl)c1Cl)C1CC1 (stereo not given)	-5	·	13	-2.5	-2	-10	4	-1	18	-5.8
13	Cc1ccc(-n2nnnc2SCc2nnc(-c3ccccc3Br)o2)c(C)c1	-2	-0.5	-8	-3.7	-1	-5	0	6	1	-0.1
14	N#Cc1c(SCC(=O)Nc2nc3ccccc3s2)sc2c(O)cc(=O)[nH]c12	1	-0.3	-19	12*	0	23	-33	·	20	6.2
15	CCOc1ccc(C(=O)Nc2ccncc2)cc1	-9	0.5	4	-0.2	0	8	-4	1	-12	-1.5
16	COc1ccc2[nH]c(=O)c(CN(c3ccccc3)S(=O)(=O)c3ccccc3)cc2c1	-3	-1.5	1	-1.2	5	1	-1	24	-4	1.9
17	Cc1cccc(OCc2nc(C#N)c(N3CCCC3)o2)c1	-2	·	3	-1.2	2	0	0	10	9	3.6
18	N#C/C(=C\c1cccc([N+](=O)[O-])c1)C(=O)Nc1cccnc1	-4	·	4	-0.5	5	1	-1	8	13	0.5
19	COc1c(C)cc(C(=O)C2CCCN(C(=O)/C=C/c3ccccn3)C2)cc1C (stereo not given)	-11	-0.2	8	0.6	5	9	-3	26	5	5.9
20	CCOc1cc(CNc2ccc(N3CCCC3)cc2)cc(Cl)c1OC	-62	0.1	3	0.7	-2	13	-9	-17	-9	0.1
21	CC(=O)c1cc2c(cc1NC(=O)CN1CCN(c3ccc(F)cc3)CC1)OCO2	-1	0.6	5	-3.5	-5	-2	-1	-1	14	-1.2
22	COc1ccc(-c2[nH]ncc2CN2C[C@@H]3CCC[C@H]2C3)c(F)c1	-1	-0.9	9	-2.9	0	-5	-10	21	-7	4.4
23	Cn1cc(CN2CCN(Cc3cccnc3)CC2)c(-c2ccc3c(c2)OCCO3)n1	-4	·	8	2.8	5	1	3	22	9	-2.3
24	O=C(O)c1ccc(NC(=O)C2CCCCC2)cc1	·	1.2	2	1.0	3	7	8	-1	-1	0.7
25	CCOC(=O)N1CCN(C(c2ccc(C(C)C)cc2)c2sc3nc(C)nn3c2O)CC1 (stereo not given)	-1	-0.4	12	-4.3	-1	1	-10	26	10	0.8
26	CCOc1ccccc1-n1c(SCC(N)=O)nnc1-c1cccnc1	-2	-0.2	5	0.2	1	1	-5	4	5	1.0
27	CC(=O)c1ccc(NC(=O)COC(=O)CCC2CCCC2)cc1	-5	5.7	4	-2.0	-4	-2	-6	·	9	5.7
28	CCOC(=O)N1CCC(n2c(SCC(=O)OCc3ccccc3)nc3ccsc3c2=O)CC1	-12	-1.2	6	-0.3	1	8	-4	14	-12	0.6
29	S=C(NCc1cccc(Cl)c1)NCc1ccco1	5	-0.6	-3	-0.6	1	-10	·	8	11	1.7
30	COc1cc(S(=O)(=O)NCCCN2CCOCC2)ccc1-n1cnnn1	-9	·	14	-0.4	1	-4	2	14	-2	1.7

# Next part (two carried over from the part before).
cpd	canonical_smiles	BoNT-F LC inh	Mtb BioA inh	MazF activator	FadD28 binding	FBA Mtb inh	GDH-TPI inh	Rv3671c inh	VHR inh abs	CCHF vOTU inh	Mtb UGM inh
29	S=C(NCc1cccc(Cl)c1)NCc1ccco1	5	-0.6	-3	-0.6	1	-10	·	8	11	1.7
30	COc1cc(S(=O)(=O)NCCCN2CCOCC2)ccc1-n1cnnn1	-9	·	14	-0.4	1	-4	2	14	-2	1.7
31	CC(=O)c1sc2nsc(SCCN3CCOCC3)c2c1N	8	0.1	-16	-0.4	5	-1	-14	-3	5	0.0
32	O=C1CCCN2N=C(SCC(=O)Nc3nccs3)SC2=N1	-6	-1.5	-1	0.7	1	-6	0	-6	1	0.8
33	CSc1ccc(NC(=O)NCCCN2CCC(Cc3ccccc3)CC2)cc1	0	-1.0	18	-3.5	1	-1	1	-8	-9	-0.4
34	Cc1nc2ccc(S(=O)(=O)NCC(=O)NCCN3CCCCC3C)cc2s1 (stereo not given)	-7	-4.7	-3	-1.3	3	0	3	18	12	-1.0
35	Cc1ccc2c(c1)N(CC(=O)NC1CCCC1)C(=O)c1cccnc1O2	-10	0.0	-8	0.7	0	4	-4	13	-6	-3.1
36	O=C(C1CC(c2ccc(F)cc2)=NO1)N1CCc2ccccc2C1 (stereo not given)	-8	-0.4	6	-1.1	6	10	8	29	0	0.9
37	CCCNc1nc(Cl)nc(NCc2cccnc2)n1	-31	·	16	-2.7	1	-13	-3	14	-5	0.3
38	O=[N+]([O-])c1cc(F)cc(F)c1Nc1cc(F)cc(F)c1	-8	-1.8	11	-1.0	-1	12	·	·	10	·
39	CCN(CCN(C)C)C(=O)c1ccc2c(c1NCCO)C(=O)c1ccccc1C2=O	1	·	-5	1.2	-6	2	-2	-4	1	-0.4
40	CC(C)n1ncc(C(N)=O)c1N	-11	-1.0	5	-0.3	3	1	4	4	27	-2.5
41	CC(=O)N1CCN(C(=O)c2cc3ccccc3o2)CC1	-13	-2.2	3	-0.8	-1	-1	13	17	5	-1.4
42	COCC(=O)NC1CCN(C(=O)Nc2ccc(Br)cc2)CC1	-3	0.0	-2	-0.4	-1	12	4	18	11	1.2
43	Cn1ccc(=Nc2ccc(NC(=O)c3ccc(N=c4ccn(C)c5ccc([N+](=O)[O-])cc45)cc3)cc2)cc1	?	·	-9	-4.0	1	14	-1	-22	-9	-0.5
44	CCCC(NC(=O)COc1cc2c(c3oc(=O)cc(C)c13)CCC(C)(C)O2)C(=O)O (stereo not given)	?	0.0	3	·	128*	8	2	34	-81	2.8
45	CC(Sc1ncnc2ccccc12)C(=O)Nc1ccc2c(c1)OCO2 (stereo not given)	-21	-0.1	9	2.9	2	8	0	38	12	-1.0
46	CSCCC(NC(=O)c1ccc(Cl)cc1Cl)C(=O)OC1CCCCC1=O (stereo not given)	·	·	2	-2.0	-1	5	3	·	-6	-2.0
47	NC(=O)C1CCN(C(=O)COc2ccc3ccc(=O)oc3c2)CC1	-17	?	4	0.3	30*	15	-4	12	-16	1.5
48	CCc1nnc(NC(=O)CSc2nnc(-c3ccco3)n2C)s1	1	·	6	-1.5	-1	-9	0	12	-5	1.9
49	N#Cc1cccc(NC(=O)CCn2ccnc2)c1	-4	·	0	-22	-1	19	-1	3	-6	2.5
50	COc1ccccc1NC(=S)N(CCCN1CCOCC1)Cc1ccccn1	2	2.0	-1	-2.1	0	11	-8	-10	-16	1.4
51	CCC(CC)C(=O)N(C)c1c(C)nc2c(OCC=C(C)C)cccn12	1	1.0	·	-1.2	1	-3	·	·	11	·
52	COCCn1c(C)cc(/C=C2/SC(=O)N(CC(=O)N3CCCC3)C2=O)c1C	2	-1.1	0	-0.8	1	26	-5	-10	13	3.0
53	CC1CCN(c2nc(-c3ccco3)c3c(c2C#N)CC(C)(C)OC3)CC1	2	1.8	2	-1.2	6	8	-4	7	5	1.1
54	O=[N+]([O-])c1ccc(N2CCCCC2)cn1	1	-0.2	1	0.2	-8	13	-6	26	0	-1.0
55	Cc1cnn(CCC(=O)NNC(=S)Nc2ccc(F)cc2)c1	·	1.7	-7	·	2	0	-6	23	21	-0.8
56	COc1cc(C(=O)Nc2cc(OC)c(OC)c(OC)c2)ccc1OCc1c(C)noc1C	-10	-0.9	6	-3.1	-2	-2	-1	·	-4	-2.7
57	CCOC(=O)N1CCN(C(=O)CCc2ccc(S(=O)(=O)NC(C)C)cc2)CC1	?	1.5	0	-2.3	-4	11	·	39	-10	2.3
58	Cc1ccc(NC(=O)/C(=C/c2cccc(Br)c2)NC(=O)c2ccco2)cc1	-4	·	-1	-0.7	0	3	8	-5	-3	-1.3
59	Cn1cccc1C1(C(F)(F)F)NCCNC1=O (stereo not given)	0	0.1	8	-2.6	0	-10	-6	16	22	2.1
60	O=C(O)c1ccccc1NCc1ccncc1	1	-1.2	1	-3.5	19	1	-8	10	-5	1.2

# Of the compounds above, these have an aryl methoxy group:
cpd	canonical_smiles	BoNT-F LC inh	Mtb BioA inh	MazF activator	FadD28 binding	FBA Mtb inh	GDH-TPI inh	Rv3671c inh	VHR inh abs	CCHF vOTU inh	Mtb UGM inh
1	COc1ccc(CCNC(=O)c2ccccc2OCc2ccccc2)cc1	-6	1.3	-7	-3.6	2	-7	-7	-9	14	0.2
3	COc1cccc(Cn2nnc(C(=O)NCc3ccc4c(c3)OCO4)c2N)c1	-2	·	7	-6.7	-2	-1	-2	8	7	-2.8
6	COc1ccc(-c2nsc3c(N4CCCCC4C)ncnc23)cc1 (stereo not given)	0	·	-4	0.9	1	8	-2	10	-7	0.8
11	COc1ccc(CCNC(=O)C(Sc2ccccn2)c2ccccc2)cc1OC (stereo not given)	-3	·	8	-4.9	-3	-10	1	27	5	-1.5
16	COc1ccc2[nH]c(=O)c(CN(c3ccccc3)S(=O)(=O)c3ccccc3)cc2c1	-3	-1.5	1	-1.2	5	1	-1	24	-4	1.9
19	COc1c(C)cc(C(=O)C2CCCN(C(=O)/C=C/c3ccccn3)C2)cc1C (stereo not given)	-11	-0.2	8	0.6	5	9	-3	26	5	5.9
20	CCOc1cc(CNc2ccc(N3CCCC3)cc2)cc(Cl)c1OC	-62	0.1	3	0.7	-2	13	-9	-17	-9	0.1
22	COc1ccc(-c2[nH]ncc2CN2C[C@@H]3CCC[C@H]2C3)c(F)c1	-1	-0.9	9	-2.9	0	-5	-10	21	-7	4.4
30	COc1cc(S(=O)(=O)NCCCN2CCOCC2)ccc1-n1cnnn1	-9	·	14	-0.4	1	-4	2	14	-2	1.7
50	COc1ccccc1NC(=S)N(CCCN1CCOCC1)Cc1ccccn1	2	2.0	-1	-2.1	0	11	-8	-10	-16	1.4
56	COc1cc(C(=O)Nc2cc(OC)c(OC)c(OC)c2)ccc1OCc1c(C)noc1C	-10	-0.9	6	-3.1	-2	-2	-1	·	-4	-2.7

# No enrichment for hits; any-hit rate near 4.9%.
